CRFR2-BP antag = antagonists of CRF-binding protein/CRF-R2 receptor complex; AID 588475; 0.59% of 350,000 active; inhibition, % at 11.8 µM; HEK293 CRF-R2/CRF-BP, CRF-induced calcium fluorescence;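 active = inhibition of the ligand-induced calcium signal above about 50% at the single tested concentration, limit read from the data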
CHRM5 agonist = agonists of human muscarinic M5 receptor (CHRM5); P08912; CHO-K1 hM5 cells, Fluo-8 calcium fluorescence; 0% DMSO wells, 100% maximal acetylcholine response; activation, % at 3 µM; 0.19% of 360,000 active; AID 624037;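 active = activation above the run's mean over test compounds plus 3 SD, cut at about 23% in these data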;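 also: signal is peak over basal fluorescence ratio across the kinetic read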
Target sequence (P08912 whole entry, looked up): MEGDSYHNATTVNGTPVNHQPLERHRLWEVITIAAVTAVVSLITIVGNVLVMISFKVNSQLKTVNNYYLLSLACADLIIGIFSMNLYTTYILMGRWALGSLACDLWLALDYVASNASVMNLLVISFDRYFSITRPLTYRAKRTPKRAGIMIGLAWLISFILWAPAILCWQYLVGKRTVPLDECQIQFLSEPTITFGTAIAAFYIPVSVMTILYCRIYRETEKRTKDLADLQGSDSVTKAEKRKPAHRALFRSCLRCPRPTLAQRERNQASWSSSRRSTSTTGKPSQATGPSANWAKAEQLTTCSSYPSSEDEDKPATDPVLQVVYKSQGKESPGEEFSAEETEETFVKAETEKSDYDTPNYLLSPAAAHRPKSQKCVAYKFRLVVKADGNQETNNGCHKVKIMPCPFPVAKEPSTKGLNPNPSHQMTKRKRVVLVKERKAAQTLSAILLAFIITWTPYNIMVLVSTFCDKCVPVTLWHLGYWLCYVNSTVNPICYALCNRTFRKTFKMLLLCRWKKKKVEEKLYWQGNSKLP
CHRM5 PAM = CHRM5 positive allosteric modulation; P08912; CHO-K1 hM5, Fluo-8 calcium, ACh EC20 PAM; 0% = ACh EC20, 100% = ACh EC100; activation, % at 3 µM; 0.3% of 360,000 active;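 active = activation above the run cutoff, the mean activation of all test compounds plus 3 SD, cut at about 18% in these data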
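system = human M5 receptor in CHO-K1 cells | compound = one concentration, 3 µM final (nominal) | schedule = Post-acetylcholine fluorescence recording 140 s | signal = Fluo-8 calcium dye fluorescence, kinetic read | benchmarks = low control EC20 acetylcholine (0%), high control EC100 acetylcholine (100%) | repeats = singlicate, one well per test compound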
CHRM4 antagonist = blocks acetylcholine activation of human M4 receptor; CHO-hM4 cells, ACh EC80, Fluo-8 calcium fluorescence; 0.73% of 360,000 active; P08173; inhibition, % at 3 µM; AID 624125;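 active = inhibition above its plate's cutoff, the mean inhibition of sample wells plus 3 SD, cut at about 27% in these data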;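 also: 0% = acetylcholine EC80 with DMSO and 100% = DMSO without agonist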
Target sequence (P08173 whole entry, looked up): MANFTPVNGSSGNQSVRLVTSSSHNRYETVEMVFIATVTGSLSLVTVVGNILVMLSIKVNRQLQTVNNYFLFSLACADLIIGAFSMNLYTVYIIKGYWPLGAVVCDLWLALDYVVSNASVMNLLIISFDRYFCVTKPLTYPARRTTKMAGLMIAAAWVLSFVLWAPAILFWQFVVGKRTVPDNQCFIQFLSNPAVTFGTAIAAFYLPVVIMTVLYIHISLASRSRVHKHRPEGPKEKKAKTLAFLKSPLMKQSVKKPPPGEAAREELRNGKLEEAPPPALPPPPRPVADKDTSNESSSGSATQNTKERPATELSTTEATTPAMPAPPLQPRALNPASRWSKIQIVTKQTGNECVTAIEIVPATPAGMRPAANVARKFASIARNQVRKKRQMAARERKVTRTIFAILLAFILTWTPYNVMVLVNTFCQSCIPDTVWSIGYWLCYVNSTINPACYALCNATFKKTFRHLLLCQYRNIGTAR
CRFBP-R2 agonist = CRF-BP/CRF-R2 complex agonism; activation, % at 13.2 µM; HEK293 CRF-R2/CRF-BP, calcium dye fluorescence (FLIPR); percent of saturating CRF peptide response; 0.46% of 350,000 active;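 active = activation of at least 50%, plus an integration ratio under a set limit after plate pattern correction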;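 also: plate controls were neutral control wells without compound for no effect and CRF at EC100 for full effect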
CHRM4 agonist = CHRM4 agonism in calcium assay. CHO-K1 hM4/Gqi5, Fluo-8 calcium fluorescence; vehicle 0%, full acetylcholine response 100%. activation, % at 3 µM. 0.14% of 360,000 active;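 active = activation above the run mean over all test wells plus 3 SD, cut at about 32% in these data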;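 also: peak over basal fluorescence ratio per well then scaled between controls; 0% = DMSO wells and 100% = acetylcholine at EC100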
M5 antag = CHRM5 antagonism in calcium assay; P08912; CHO-hM5 cells, Fluo-8 calcium fluorescence, ACh EC80; inhibition, % at 3 µM; 0.59% of 360,000 active;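 active = inhibition above a per-plate cutoff, the mean of that plate's test compounds plus 3 SD, cut at about 27% in these data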;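 also: 0% = acetylcholine EC80 with DMSO and 100% = DMSO without agonist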
IDE cell inh = inhibits human insulin-degrading enzyme in HEK cells; P14735; FAbetaB cleavage, fluorescence polarization; inhibition, % at 5.59 µM; 0.41% of 320,000 active;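 active = percent inhibition above the average of all tested compounds plus 3 SD, set per screening campaign, cut at about 16% in these data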;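 also: IDE supplied by intact live HEK cells; FP after avidin binding of uncleaved biotin substrate so inhibition keeps polarization high; 0% = DMSO wells and 100% = 60 µM reference IDE inhibitor Ii1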
M4 PAM = CHRM4 positive allosteric modulation; P08173; CHO-K1 hM4/Gqi5, Fluo-8 calcium fluorescence, ACh EC20; 0% = ACh EC20, 100% = maximal ACh; activation, % at 3 µM; 0.4% of 360,000 active;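 active = activation above its plate's cutoff, the mean activation of sample wells plus 3 SD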; also: some results filed as inactive read as strong as hits
An asterisk follows results filed as active; nt = not tested or not shown. Hits appear at their usual frequency; any-hit rate near 2.9%.

SMILES	CRFR2-BP antag	CHRM5 agonist	CHRM5 PAM	CHRM4 antagonist	CRFBP-R2 agonist	CHRM4 agonist	M5 antag	IDE cell inh	M4 PAM
COC(=O)/C(C#N)=C/c1c(N2CCN(c3ccccc3)CC2)nc2c(C)cccn2c1=O	6	1	3	-14	-1.8	0	0	nt	1
CC1CCCC(C)N1C(=O)COC(=O)c1cncc(Br)c1 (configuration not stated)	-7	0	-3	-1	-0.1	0	11	8	1
CSc1nc(Cl)c(Cc2ccc(OCC(C)C)cc2)c(N2CCOCC2)n1	-35	0	-3	-10	0.3	0	-4	-4	-6
CC1CCc2sc(C(=O)OCC(=O)NCc3ccc(F)cc3)cc2C1 (configuration not stated)	-8	2	4	-4	-2.3	1	-12	4	1
O=C(NC1CCCCCC1)C1CCN(C(=O)c2cccc(Cl)c2)CC1	10	-1	17	-3	-0.7	2	-1	6	-3
CCN1C(=O)N[C@@H](c2cccc(F)c2)C(C(=O)OC)=C1C	7	4	-1	10	-1.7	1	6	1	6
O=C(C1COc2ccccc2O1)N1CCc2ccccc21 (configuration not stated)	-5	-2	8	-6	-0.1	-1	-9	3	0
COc1ccc(-n2c(COc3ccc4c(c3)OCO4)nnc2SCC(=O)O)cc1	-1	-2	-5	-7	0.1	1	11	5	8
O=C(c1cnn2c(C(F)(F)F)cc(-c3ccco3)nc12)N1CCCCCC1	33	-4	-3	-17	0.1	2	-7	4	1
CN1CCN(S(=O)(=O)c2ccc(NC(=O)c3ccco3)cc2)CC1	10	0	3	9	-1.1	1	-2	-3	5
COc1ccc(C(=O)CN2C3=NCCCN3c3ccccc32)cc1OC	-8	-7	1	8	2.8	0	-2	6	0
Clc1ccc(CN2CCN(c3ncccn3)CC2)cc1	8	-3	-4	5	-0.6	0	-1	2	-6
CCCc1ccc(-c2csc(NC(=O)C3=COCCO3)n2)cc1	-4	20	12	-2	0.0	1	2	0	4
Cc1ccc(S(=O)(=O)Nc2ccccc2C(N)=O)cc1	14	0	-1	-13	0.3	1	6	-4	7
CCOc1cc(N2CCOCC2)c(OCC)cc1NC(=S)NCCCOC	-4	-3	5	-7	-0.4	1	7	1	-3
COc1cccc(NC(=O)C2CC(=O)N(Cc3ccc(C)cc3)C2)c1 (configuration not stated)	-5	-2	8	5	0.0	1	-16	2	3
COCCN1C(=O)N[C@@H](c2cccc(C(F)(F)F)c2)C(C(=O)OC)=C1C	4	-2	0	-9	0.2	0	2	0	9
Cc1ccc(CN(CC(=O)NCc2ccc3c(c2)OCO3)C(=O)c2csnn2)cc1	-10	-1	0	-8	0.8	3	5	2	6
CC1CCN(c2ccc(-c3ccc(NC(=O)c4ccco4)cc3)nn2)CC1	-2	3	-6	-10	-0.9	4	7	4	2
Cc1nc(SCC(=O)Nc2ccccc2Cl)c2c(C)c(C)sc2n1	4	0	6	-9	0.5	1	-4	-2	8
COc1ccccc1-c1cnc(C(O)c2ccc(C)cc2C)[nH]1 (configuration not stated)	nt	0	-2	-8	nt	4	-2	nt	7
Cc1ccc(NC(=O)c2cc(-c3ccc4c(c3)OCO4)on2)cc1C	2	-1	3	-8	2.5	1	3	0	1
Cc1ccc(-c2nn(-c3ccc(F)cc3)cc2C(=O)NCC2CCCO2)cc1 (configuration not stated)	-10	-2	2	-8	0.5	5	3	4	-1
COc1cc(NC(=O)COc2cccc(C)c2C)ccc1NC(=O)c1ccco1	0	-3	-5	5	-0.7	3	13	8	-10
C=CCC[C@@H](Cc1ccc(F)cc1)C(=O)OC[C@H](Cc1c[nH]c2ccccc12)NC(=O)[C@@H](CC=C)CC(=O)NCCO	-27	10	-7	24	58*	22	7	3	-6

The closing 4 entries of the part before come first, to join the parts.
SMILES	CRFR2-BP antag	CHRM5 agonist	CHRM5 PAM	CHRM4 antagonist	CRFBP-R2 agonist	CHRM4 agonist	M5 antag	IDE cell inh	M4 PAM
Cc1ccc(NC(=O)c2cc(-c3ccc4c(c3)OCO4)on2)cc1C	2	-1	3	-8	2.5	1	3	0	1
Cc1ccc(-c2nn(-c3ccc(F)cc3)cc2C(=O)NCC2CCCO2)cc1 (configuration not stated)	-10	-2	2	-8	0.5	5	3	4	-1
COc1cc(NC(=O)COc2cccc(C)c2C)ccc1NC(=O)c1ccco1	0	-3	-5	5	-0.7	3	13	8	-10
C=CCC[C@@H](Cc1ccc(F)cc1)C(=O)OC[C@H](Cc1c[nH]c2ccccc12)NC(=O)[C@@H](CC=C)CC(=O)NCCO	-27	10	-7	24	58*	22	7	3	-6
CC(=O)c1ccc(OC2(C)CCN(Cc3ccc4c(c3)OCCO4)C2)cc1 (configuration not stated)	nt	-3	-2	-9	nt	2	5	nt	5
Cc1cccc2sc(N(CCN(C)C)C(=O)C3CCN(S(=O)(=O)c4cccs4)CC3)nc12	-24	0	3	4	6.2	3	3	3	1
CCOC(=O)C1CCC(CN(Cc2ccccc2C)S(=O)(=O)c2ccc([N+](=O)[O-])cc2)CC1 (configuration not stated)	-3	-2	-1	3	-2.1	1	0	6	-2
COc1ccccc1NC(=O)Cc1nnc(SCC(=O)Nc2ccc(F)cc2F)n1C	-9	0	7	4	0.3	2	-2	3	6
CC(C)CC(=O)Nc1nnc(SCC(=O)NCc2ccco2)s1	3	-2	3	0	0.0	1	-9	-1	3
Cc1nnc(-n2cnc3ccccc32)c2ccccc12	-1	0	0	-2	-0.2	2	-2	-5	7
COc1cccc(NCc2cc(=O)oc3cc(-c4ccccc4)c(O)cc23)c1	-24	-1	-9	-4	-0.6	6	-1	10	-13
CC(=O)Nc1cccc(-c2nc3ccccc3n2C(C(=O)NC(C)(C)C)C2CC2)c1 (configuration not stated)	nt	0	0	-11	nt	2	-4	nt	12
Nc1c(-c2ccc(Cl)cc2)cnc2c(-c3ccc(F)cc3)cnn12	-9	-4	-6	-6	6.3	2	16	3	0
CCCNC(=O)C1(C)CCN(C(=O)COCc2ccccc2)C1 (configuration not stated)	nt	2	-4	-1	nt	0	12	nt	-4
COc1cc(CNc2ncc(-c3ccc(Br)cc3)n2C)cc(OC)c1O	6	-13	-1	2	0.8	-1	8	3	-1
Cc1ccc(-c2n[nH]c(=S)n2/N=C/c2ccncc2)cc1	-3	2	5	-5	-3.5	1	-20	-1	5
C=CCOc1c(Cl)cc(CNc2ccc(N(C)C)cc2)cc1OC	13	-1	6	8	0.9	0	0	-3	-5
Cc1ccc2nc(SC(C(=O)Nc3ccc(F)cc3)c3ccccc3)[nH]c2c1 (configuration not stated)	-12	-2	-11	-4	-1.0	0	6	-2	-10
COC(=O)CCC(=O)N1CCCC(CO)(Cc2ccccc2)C1 (configuration not stated)	2	0	-5	-5	-1.3	1	3	2	-1
O=C(CSc1ncccn1)N1CCN(C(c2ccccc2)c2ccccc2)CC1	33	-3	-4	-2	0.3	2	-2	7	-5
CC(OC(=O)Cc1coc2cc3c(cc12)CCC3)C(=O)NC(N)=O (configuration not stated)	4	-3	-7	-6	-3.4	7	0	-4	0
COc1ccc(C(=O)CCC(=O)NCCc2c[nH]c3ccccc23)cc1	9	-1	1	-5	-0.5	6	2	0	4
Cc1cc(OCCCC(=O)Nc2cccc(-n3cnnn3)c2)ccc1Cl	19	6	-17	13	0.8	19	27*	11	-14
c1ccc(OCCCc2nc(-c3ccccn3)no2)cc1	20	1	-7	-2	-3.5	0	5	4	1
Cc1cc(C)c(C#N)c(OCC(=O)c2ccc(Br)cc2)n1	12	-5	-7	8	-0.6	-1	5	7	-3
Cc1cnc(NC(=O)C(C)N2C(=O)C3CC=CCC3C2=O)s1 (configuration not stated)	-3	1	3	6	0.7	0	17	-1	4
CN(C(=O)c1cccc(NC(=O)Cc2ccc(NC(=O)C3CCCN(C(=O)C4CCC4)C3)cc2)c1)C1CC1 (configuration not stated)	-4	-1	4	3	-1.6	-1	3	nt	2
O=C(Nc1nnc(CCN2CCOCC2)s1)c1ccccc1	-18	0	2	-8	6.7	1	-8	2	9
NC(=O)CC(NC(=O)Cc1cccc2ccccc12)c1ccc(NCCc2cccc(F)c2)c([N+](=O)[O-])c1 (configuration not stated)	-5	2	-1	-15	2.4	0	4	-2	5
SMILES	CRFR2-BP antag	CHRM5 agonist	CHRM5 PAM	CHRM4 antagonist	CRFBP-R2 agonist	CHRM4 agonist	M5 antag	IDE cell inh	M4 PAM
Cc1ccccc1C(=O)N1CCC(C(=O)NC2CCCCCC2)CC1	-6	-3	-5	8	-0.5	2	19	2	-5
CCCCN(C(=O)Cn1nnc2ccccc21)C(C(=O)NCCOC)c1ccccc1 (configuration not stated)	12	-6	11	-7	-2.6	0	-1	6	-2
COc1ccccc1C(=O)NC(CCSC)C(=O)NCC(c1cccs1)N1CCOCC1 (configuration not stated)	-14	-2	-1	1	-2.1	1	0	-8	3
O=C(Cc1ccc(F)cc1)NC(Cc1c[nH]c2ccccc12)C(=O)O (configuration not stated)	-10	-5	0	-11	1.0	1	0	1	0
COc1ccc(C)cc1NC(=S)N1CCN(c2ccccn2)CC1	3	2	-1	1	-0.7	0	4	3	4
CC(=O)N/C(=C/c1ccc(OS(=O)(=O)c2ccc(C)cc2)cc1)C(=O)NCCO	7	-1	-1	-1	-0.7	0	0	1	0
COCCCNc1ncnc2nc[nH]c12	8	1	-4	-1	0.1	1	0	1	3
COc1ccc(C(=O)NCC(=O)OCC(=O)c2c(C)[nH]c3ccccc23)cc1OC	-4	2	-3	6	0.6	6	-1	5	-1
CCN(CCCNC(=O)CCNC(=O)Cn1cnc2ccccc2c1=O)c1ccccc1	-11	-2	10	-3	-0.1	2	-14	4	4
COc1cc(-c2nnc(SCC3(c4ccc(Br)cc4)OCCO3)o2)cc(OC)c1OC	11	-3	-4	4	5.8	1	2	3	-7
NC(=O)Cn1c(=O)oc2ccccc21	-17	-1	1	7	3.0	0	5	1	-5
CCNc1nc(NCC)n2c(SCC(=O)Nc3ccc(CC)cc3)nnc2n1	3	-1	3	6	-0.5	0	4	-4	1
CC1Sc2ccc(S(=O)(=O)N3CCC(C(=O)NCc4ccc(Cl)cc4)CC3)cc2NC1=O (configuration not stated)	3	-6	-5	-12	2.8	9	2	5	-9
Cc1cc(C)c2c(-n3cccc3)c(NC(=O)OC(C)C)sc2n1	-21	-3	-4	-4	4.6	3	-16	-4	-6
Cc1nc2ccc(NC(=O)c3ccco3)cc2nc1C	25	-2	2	5	-0.1	0	4	3	-8
Cc1c(NC(=O)/C=C/C(=O)O)cccc1[N+](=O)[O-]	1	2	0	-4	0.5	2	1	1	8
CCN1C(=O)/C(=C\c2nc3ccccc3c(=O)n2CC)c2ccccc21	8	2	-3	-3	1.0	8	7	6	-5
O=C(Nc1ccncc1)C1CCN(S(=O)(=O)c2cccc(C(F)(F)F)c2)CC1	-8	2	-8	-1	1.6	5	1	-1	-5
O=C(/C=C/c1cccs1)NCc1cccs1	-5	-7	1	-3	-1.0	0	10	7	-4
O=C(NCCNS(=O)(=O)c1ccccc1)c1cc(OCC(F)(F)F)ccc1OCC(F)(F)F	-16	-10	-15	-18	0.9	7	2	5	9
COC(C(=O)Nc1ccc(NC(=O)C(OC)c2ccccc2)cc1)c1ccccc1 (configuration not stated)	4	5	3	-2	2.9	4	-4	7	-5
CCOc1ccc(NC(=O)c2cccc3c2C(=O)N(CC2CCCO2)C3)cc1 (configuration not stated)	6	1	-3	4	5.7	7	12	2	0
